Source: PubChem
MgcRacGAP inhibition – MgcRacGAP GTPase-activating activity inhibitors, confirmation, biochemical, ADP Hunter fluorescence; 340,000 compounds, 0.6% hits; inhibition, % at 30 µM; hits with a dose series show IC50 in µM; AID 624330, 2012; MgcRacGAP-stimulated Rac1 GTP hydrolysis, ADP Hunter fluorescence; higher % means a stronger effect; GST-tagged Rac1 F28L mutant substrate;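 active = first-screen hits whose inhibition reached a set limit at any dose in the follow-up dose series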;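 note: fluorescence reports GDP produced by GAP-driven GTP hydrolysis; strong numbers were not always called active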
The depositor's hits bear a star.

Start of the listing, in advance:
SMILES	MgcRacGAP inhibition
CCN1CCN(S(=O)(=O)c2ccc(Cl)c(C(=O)N(C)CC(=O)Nc3c(C)cccc3C)c2)CC1	5%
COP(=O)(OC)C(Nc1ccc(C)cc1)c1ccc(Br)cc1 (centres undefined)	6%
CN(CCc1ccccc1)C(=O)c1ccc(NC(=O)Cc2ccc(NC(=O)C3CCCN(C(=O)C4CCCCC4)C3)cc2)cc1 (centres undefined)	2%
Cc1nc(-c2ccc(F)cc2)c(CC(=O)N(C)CC(=O)Nc2c(C)cccc2C)s1	9%
CCN(CC)C(=O)C1=C(C)N(CCCN2CCCC2=O)C(=O)C(CC(=O)NC(c2ccccc2)c2ccccc2)C1 (centres undefined)	8%
O=c1oc2ccc(C#CC3(O)CCCCC3)cc2cc1-n1cc(-c2ccsc2)nn1	11%
O=C(Cc1ccccc1)NCC(=O)N1CCN(c2ccc(F)cc2)CC1	2%
Cc1cn(CC(=O)NCCNc2ccc([N+](=O)[O-])cn2)c(=O)[nH]c1=O	7%
Cc1nc(N2CCN(S(=O)(=O)c3cccs3)CC2)c2c(-c3ccccc3)c(C)sc2n1	4%
CC(OC(=O)C1=COCCO1)C(=O)NC1(C#N)CCCCC1 (centres undefined)	2%
O=C(COc1cccc(Cl)c1Cl)NC1CC1	3%
COc1ccc(CC(=O)NNC(=O)c2ccccc2)cc1OC	0%
O=c1c2ccccc2nc2sc(Nc3ccc(F)cc3)nn12	6%
CC1CN(C(=O)COC(=O)[C@@H](NC(=O)c2ccccc2Cl)C(C)C)CC(C)O1 (some centres undefined)	0%
CCCCCCNC(=O)O[C@]12C[C@@H](C(=O)OC)[C@@H](C(=O)OC)C[C@@]1(O)CN(S(=O)(=O)c1ccc(C)cc1)C2	14%
O=C(Nc1ccccc1Cl)c1ccccc1CC(O)(c1ccccc1)c1ccccc1	7%

Results (from the top)
SMILES	MgcRacGAP inhibition
CCN1CCN(S(=O)(=O)c2ccc(Cl)c(C(=O)N(C)CC(=O)Nc3c(C)cccc3C)c2)CC1	5%
COP(=O)(OC)C(Nc1ccc(C)cc1)c1ccc(Br)cc1 (centres undefined)	6%
CN(CCc1ccccc1)C(=O)c1ccc(NC(=O)Cc2ccc(NC(=O)C3CCCN(C(=O)C4CCCCC4)C3)cc2)cc1 (centres undefined)	2%
Cc1nc(-c2ccc(F)cc2)c(CC(=O)N(C)CC(=O)Nc2c(C)cccc2C)s1	9%
CCN(CC)C(=O)C1=C(C)N(CCCN2CCCC2=O)C(=O)C(CC(=O)NC(c2ccccc2)c2ccccc2)C1 (centres undefined)	8%
O=c1oc2ccc(C#CC3(O)CCCCC3)cc2cc1-n1cc(-c2ccsc2)nn1	11%
O=C(Cc1ccccc1)NCC(=O)N1CCN(c2ccc(F)cc2)CC1	2%
Cc1cn(CC(=O)NCCNc2ccc([N+](=O)[O-])cn2)c(=O)[nH]c1=O	7%
Cc1nc(N2CCN(S(=O)(=O)c3cccs3)CC2)c2c(-c3ccccc3)c(C)sc2n1	4%
CC(OC(=O)C1=COCCO1)C(=O)NC1(C#N)CCCCC1 (centres undefined)	2%
O=C(COc1cccc(Cl)c1Cl)NC1CC1	3%
COc1ccc(CC(=O)NNC(=O)c2ccccc2)cc1OC	0%
O=c1c2ccccc2nc2sc(Nc3ccc(F)cc3)nn12	6%
CC1CN(C(=O)COC(=O)[C@@H](NC(=O)c2ccccc2Cl)C(C)C)CC(C)O1 (some centres undefined)	0%
CCCCCCNC(=O)O[C@]12C[C@@H](C(=O)OC)[C@@H](C(=O)OC)C[C@@]1(O)CN(S(=O)(=O)c1ccc(C)cc1)C2	14%
O=C(Nc1ccccc1Cl)c1ccccc1CC(O)(c1ccccc1)c1ccccc1	7%
COc1ccc(NC(=O)N(C)C[C@H]2Oc3ccc(NS(=O)(=O)c4c(C)noc4C)cc3C(=O)N([C@H](C)CO)C[C@@H]2C)cc1	5%
CN1CCCC1=Nc1ccccc1	3%
C=C1CC[C@@]23CC[C@]4(C)[C@@](OC2=O)([C@@H]3C1)[C@H]1O[C@H]1C1[C@@]2(C)CC[C@H](O)C(C)(C)C2CC[C@]14C (some centres undefined)	5%
COc1ccc(S(=O)(=O)N2CCN(C(=O)c3cc(C4CC4)nn3-c3ccccc3)CC2)cc1OC	0%
Cc1ccc(NC(=O)CCC(=O)N2CCN(S(=O)(=O)c3ccc(C)cc3)CC2)cc1	6%
O=C(Nc1ccc(Br)cn1)c1cccc(S(=O)(=O)N2CCCC2)c1	2%
Cc1cc(OCC(=O)OCC(=O)Nc2ccc(Cl)cn2)ccc1Cl	3%
COc1ncnc2c1ncn2CCCNCc1ccc2c(c1)OCO2	14%
Cc1ccc(S(=O)(=O)Nc2ccc3cn[nH]c3c2)cc1	14%
Cc1ccc(C(=O)N(Cc2nnc(-c3ccc(Cl)cc3)o2)C2CC2)o1	-2%
C=C(C)C(=O)N1CCN(C(=O)C(=C)C)c2ccccc21	-2%
COc1ccc([C@H]2C[C@@H](n3cc(C4CC4)nn3)[C@H](O)CN2Cc2cccs2)cc1	-12%
COc1ccccc1NS(=O)(=O)c1cccc(C(=O)NNC(=O)c2ccc(Cl)nc2)c1	0%
NC[C@H](Cc1ccccc1)NCCCCC1CCCCC1	13%
O=Nc1nc2ncccn2c1-c1ccccc1	22%
O=C(COc1cccc2cccnc12)Nc1cccc(S(=O)(=O)N2CCCC2)c1	8%
COc1ccc(C(=O)Nc2ccc3nc4n(c(=O)c3c2)CCCCC4)cc1OC	17%
COc1ccc2[nH]c3c(c2c1)CCN1C(=O)C(CC(=O)NC(C)(C)C)C[C@H](C(=O)N2CCCCC2)[C@@]31CCc1ccccc1 (some centres undefined)	3%
O=C(C[C@H]1C/C=C\CC[C@H](Cc2ccc(F)cc2)C(=O)OC[C@H]2CCCN2C1=O)N[C@H](CO)Cc1ccccc1	3%
CC1(C)CN(Cc2cccnc2)C(=O)[C@H]1CC(=O)Nc1ccc(Br)cc1	4%
C=C1c2ccccc2O[C@H](C(=O)OCC)[C@H]1OC	4%
CN(C)S(=O)(=O)c1cccc(C(=O)N2CCN(S(=O)(=O)c3ccc4c(c3)OCCO4)CC2)c1	8%
FC(F)(F)c1ccc(-c2cccc3c2C2CC3CCN2)cc1 (centres undefined)	-3%
COc1ccc2c(CC(=O)Nc3ccc4nc(N5CCOCC5)sc4c3)coc2c1	5%
CCOc1ccc(S(=O)(=O)Nc2ccn(C)n2)cc1	1%
O=C(NNC(=O)c1cccc2ccccc12)c1ccc(Cl)c(Cl)c1	3%
CC(C)N(C(=O)[C@H]1C[C@H](CC(=O)NCC23CC4CC(CC(C4)C2)C3)C(=O)N2CCc3c([nH]c4cc(CCC(=O)N(C)C)ccc34)[C@]12C)C(C)C	11%
CC(Sc1nnc(CN2CCCC2)n1Cc1ccccc1)C(=O)Nc1ccc(F)cc1Cl (centres undefined)	9%
Cc1ccc(C)c(N2N=C(C(=O)OCc3nnc(-c4cccs4)o3)CCC2=O)c1	1%
CN(CC(=O)Nc1cccc(F)c1)CC(=O)N(C)c1c(N)n(Cc2ccccc2)c(=O)[nH]c1=O	8%
O=C(COc1ccc(F)cc1Br)NCC1COc2ccccc2O1 (centres undefined)	2%
COc1ccc(CCNC(=O)COC(=O)c2cccn2C)cc1	3%
NC(=O)c1ccc(SCC(=O)OCC(=O)NCc2cccs2)c([N+](=O)[O-])c1	3%
CC1CC(C)CN(S(=O)(=O)c2ccc(F)c(C(=O)NC3CCCCC3C)c2)C1 (centres undefined)	9%
More structures follow:
SMILES	MgcRacGAP inhibition
Cc1ccc(S(=O)(=O)N2CCN(Cc3ccccc3)CC2)s1	2%
C[C@@H]1CN([C@@H](C)CO)C(=O)CCCn2cc(nn2)CO[C@H]1CN(C)C(=O)OCc1ccccc1	6%
CCCCN(C(=O)CSc1nc2ccccc2s1)c1c(N)n(CCCC)c(=O)[nH]c1=O	5%
CN(C)CCCn1c2c3ccccc3ccc2c2oc(=O)c3ccccc3c21	0%
COc1ccc(Cl)cc1NC(=O)CN(C)CC(=O)NCc1cccs1	0%
CCCCCCN1C[C@@H](O)[C@H](n2cc(C3CC3)nn2)C[C@@H]1c1ccc(Cl)cc1	6%
CCOc1ccc(NC(=O)CSc2nnc(C3CC3)n2C2CC2)cc1	5%
CCc1sc(C(=O)Nc2ccc(N3CCOCC3)cc2)cc1C	10%
Cc1c(C(=O)OCc2nnc(-c3ccccc3)o2)oc2ccccc12	6%
COc1ccc(CN2C(=O)C(CC(=O)NC3CCCCC3)CC(C(=O)N3CCOCC3)=C2C)cc1 (centres undefined)	4%
CCOCc1c(C(=O)N2CCN(Cc3ccc(Br)s3)CC2)oc2ccccc12	6%
CCOc1ccc(NC(=O)CN2C(=O)NC3(CCCCCC3)C2=O)cc1	6%
O=C(c1cnccn1)N1CCN(S(=O)(=O)c2cccc(Cl)c2)CC1	4%
COc1cc(C(=O)NNC(=O)CN2C(=O)NC(C)(c3ccc(C)cc3)C2=O)cc(OC)c1OC (centres undefined)	13%
O=C1NC2C3CC(c4ccccc43)C12 (centres undefined)	4%
C#CCOCCOCCOCCNc1nc(N2CCN(C(=O)C([C@@H](C)O)n3cc([C@@H](N)CCCCN)nn3)CC2)nc(N2CCN(C(=O)[C@H](CCC(=O)O)n3cc([C@@H](N)[C@H](C)CC)nn3)CC2)n1 (some centres undefined)	-3%
CN(C)S(=O)(=O)n1cc(/C=C(\NC(=O)c2ccccc2F)C(=O)N2CCCCC2)c2ccccc21	19%
C[C@H](CO)N1C[C@H](C)[C@@H](CN(C)C(=O)Nc2ccc3c(c2)OCO3)Oc2ccc(NS(=O)(=O)c3ccc(F)cc3)cc2C1=O	2%
CSCCC(NC(=O)c1ccc(Cl)cc1Cl)C(=O)NNC(=O)c1ccncc1 (centres undefined)	0%
Cc1ccc(C)c(COC(=O)c2cccc(S(=O)(=O)N3CCCC3)c2)c1	-2%
O=C(NCC(=O)N1CCN(c2ccc([N+](=O)[O-])cc2)CC1)c1ccco1	1%
O=C(COC(=O)Cc1ccsc1)Nc1ccc(Cl)cc1F	3%
COC(=O)c1ccc(C)c(NC(=O)CCCN2C(=O)NC(C)(C)C2=O)c1	6%
CCCc1ccc(-c2csc(NC(=O)C3=COCCO3)n2)cc1	5%
N#CC(c1ccccc1)C(CC(=NO)c1ccccc1)c1ccccc1 (centres undefined)	5%
COc1ccc(Cl)cc1-c1nc(SCC(=O)NCC2CCCO2)n[nH]1 (centres undefined)	8%
O=C(C=Cc1cccs1)c1ccccc1	4%
O=C(COC(=O)CNC(=O)C1CCCCC1)Nc1cccc(F)c1	5%
O=C(COc1cccc(C(F)(F)F)c1)NCC(c1cccs1)N1CCOCC1 (centres undefined)	4%
C[C@H](CO)N1C[C@H](C)[C@@H](CN(C)Cc2ccc(C(=O)O)cc2)Oc2ccc(NS(=O)(=O)c3cn(C)cn3)cc2C1=O	11%
CCCCCC(=O)N1C[C@@H](O)[C@H](n2cc(COC(=O)c3ccccc3)nn2)C[C@@H]1c1ccc(OC)cc1	7%
CC(C)(C)OC(=O)NCc1ccc(CNC(=O)c2nc[nH]c2C(=O)N2CCN(c3ccccc3)CC2)cc1	13%
CCc1nnc(NC(=O)[C@@H](NS(=O)(=O)c2ccc3c(c2)OCCO3)C(C)C)s1	5%
COc1ccc2[nH]c3c(c2c1)CCN1C(=O)C(CC(=O)NCCCN(C)C)C[C@H](C(=O)N2CCCCC2)[C@@]31CCc1ccccc1 (some centres undefined)	9%
CCSC1OC(C(COC(C)=O)OC(C)=O)C(OC(C)=O)C1NC(C)=S (centres undefined)	1%
CN(C(=O)c1ccc(NC(=O)Cc2cccc(NC(=O)C3CCN(C(=O)c4ccccc4)CC3)c2)cc1)C1CCCC1	7%
COc1cc(OC)cc(C(=O)N2CCN(S(=O)(=O)c3ccc(Cl)s3)CC2)c1	4%
Cc1ccc2c(C)c(C)c(=O)n(C)c2c1	8%
COc1ccc(/C=C/C(=O)OCC(=O)NC2CCCC2)cc1	3%
CCN(CC(=O)NCc1cccs1)C(=O)c1ccc(S(=O)(=O)N(C)c2ccccc2)cc1	5%
Cc1noc(C)c1C(=O)OCC(=O)NCCc1ccc(S(N)(=O)=O)cc1	4%
CN1CCN(C(=O)OCCOCCOC(=O)N2CCN(C)CC2)CC1	3%
CN(CC(=O)Nc1cccc(F)c1)C(=O)c1sc2ccccc2c1Cl	7%
CCN(CC(=O)Nc1ccccc1C(F)(F)F)C(=O)c1ccc2c(=O)n3c(nc2c1)CCC3	3%
Cc1ccc(C(=O)OCC(=O)NC(C)C2CC3CCC2C3)cc1N (centres undefined)	5%
CC(C)(C)c1ccc(C(=O)N2CCN(S(=O)(=O)c3ccc(Br)s3)CC2)cc1	8%
CC(=O)Nc1cccc(C(=O)NNC(=O)c2ccccc2-n2cccc2)c1	5%
COC(=O)[C@H](CCSC)NC(=O)Cn1cnc2c(NCc3ccccc3)ncnc21	9%
CCOc1cc(C#N)ccc1OCC(=O)NNC(=O)CC1CCS(=O)(=O)C1 (centres undefined)	7%
Cc1nc2ccccc2n1CC(=O)OCC(=O)N1CCC(C)CC1	6%
Later entries.
SMILES	MgcRacGAP inhibition
O=C(CN1C(=O)NC2(CCc3ccccc32)C1=O)NCC(=O)Nc1ccc(F)cc1 (centres undefined)	7%
Cc1onc(-c2c(F)cccc2Cl)c1C(=O)NCc1ccc(S(N)(=O)=O)cc1	1%
CCc1noc(C)c1C(=O)OCC(=O)N1CCc2ccccc21	4%
O=C(Cc1ccc(NC(=O)C2CCN(C(=O)C3CC3)CC2)cc1)Nc1ccc(C(=O)N2CCOCC2)cc1	3%
COc1ccc(NS(=O)(=O)c2ccc(C)c(C(=O)NCCCn3ccnc3)c2)cc1	14%
O=C(CC(O)CCc1ccccc1)c1ccc(O)cc1 (centres undefined)	5%
CC(Sc1nncs1)C(=O)Nc1ccc(S(=O)(=O)Nc2ncccn2)cc1 (centres undefined)	1%
OCC(O)C1OCOC(C(O)CO)C1O (centres undefined)	3%
C=CCn1c(=S)[nH]c2cc(C(=O)NCCc3ccc(S(N)(=O)=O)cc3)ccc2c1=O	2%
Cc1csc(NC(=O)CSc2nc3nc(C)cc(C)n3n2)n1	-5%
COc1ccccc1NS(=O)(=O)c1cc(NC(=O)c2cc(F)c(F)c(F)c2F)ccc1N1CCOCC1	-1%
CSCCC1NC(=O)N(CC(=O)Nc2cc(C)on2)C1=O (centres undefined)	1%

This is a subset, so the mix of outcomes need not match the whole.
